HIV peptide binding = inhibitors of HIV fusion peptide binding, primary screen, biochemical, uHTS, fluorescence dequenching (AID 1986). one-dose inhibition, % at 20 µM; IC50 in µM for titrated hits. cell-free peptide binding, fluorescence dequenching, 30 min; higher % means a stronger effect. hit rate 0.3% among 290,000; in the data active = inhibition mostly above about 52%, no sharp cut-off; inactive = mostly below about 76%; note: some results filed as inactive read as strong as hits
AID2073 = disruptors of CaV2.2 binding to Mint1 – biochemical, HTRF (AID 2073); HTRF protein-protein interaction, Mint1-CaV2.2; higher % means a stronger effect; inhibition, % at 20 µM; hits with a dose series show IC50 in µM; hit rate 0.19% among 290,000; in the data active = inhibition mostly above about 51%, no sharp cut-off; inconclusive = no clear call, values can overlap the other calls; inactive = mostly below about 53%; note: some results filed as inactive read as strong as hits
* hit, by the source's call; ? = inconclusive. A portion of the library; count on the stated rates, not on these rows.

nr	SMILES	AID2073	HIV peptide binding
1	COc1cn(-c2ccccc2)nc1C(=O)Nc1ccccc1	12%	-1.9%
2	COc1ccc(C(=O)N/C(=C\c2cn(S(=O)(=O)N(C)C)c3ccccc23)C(=O)NCCN2CCOCC2)cc1OC	2%	1.8%
3	CC(C)c1ccc(OCC(=O)Nc2ccncc2)cc1	-3%	-1.3%
4	Cn1ccnc1SCc1cccc([N+](=O)[O-])c1	16%	3.0%
5	O=C(NCc1ccncc1)c1cccc(S(=O)(=O)NCc2ccccc2)c1	7%	1.2%
6	Cc1ccc(-c2nc(Nc3ccc(O)cc3)c3ccccc3n2)cc1	27%	-2.0%
7	CCCN1CCN(C(=O)C2CCN(c3ncnc4c3nc3n4CCCCC3)CC2)CC1	8%	2.3%
8	COc1ccccc1NC(=O)CSc1ccc(-c2ccccn2)nn1	4%	-1.4%
9	CC(C)c1nnc(NC(=O)C2CC(=O)N(CCc3ccc(F)cc3)C2)s1 (centres undefined)	-4%	2.3%
10	O=C(NC1CCCC1)C1CC(=O)N(c2ccc(F)cc2)C1 (centres undefined)	17%	1.1%
11	COC(=O)C1=CN(Cc2ccc(OC)c(OC)c2)C=C(C(=O)OC)C1c1cccc(F)c1	6%	-1.0%
12	Cc1ccc(C)c(NC(=O)c2cc(S(=O)(=O)N3CCOCC3)cn2C)c1	1%	1.1%
13	Cn1c(SCC(=O)NC2CCCCC2)nnc1-c1ccncc1	3%	-0.9%
14	COc1ccc(OC)c(S(=O)(=O)N2CCC(C(=O)N3CCCCCC3)CC2)c1	0%	0.8%
15	c1coc(C2=NCCc3ccccc32)c1	-4%	-0.4%
16	O=C(Nc1ccnn1C1CCN(Cc2ccc3nonc3c2)CC1)c1cccc(F)c1	-1%	2.4%
17	Cc1cc(C)c(C#N)c(N2CCN(c3ccccc3F)CC2)n1	16%	-0.4%
18	COc1ccc2[nH]cc(CCNC(=O)Cc3ccc(Br)cc3)c2c1	-1%	1.1%
19	Cc1cc(C)c(S(=O)(=O)c2cccc(C(F)(F)F)c2)c(=O)[nH]1	4%	-1.9%
20	CCN(CC)c1ccc(C(=O)OCC(=O)N2CCCC2)cc1	12%	-0.2%
21	COc1ccc(C(=O)Oc2ccc(N(C)S(=O)(=O)c3ccccc3)cc2)cc1[N+](=O)[O-]	4%	1.4%
22	O=C(NCCN1CCOCC1)c1cc(Br)ccc1Cl	12%	-0.4%
23	CCOC(=O)C1CCN(C(=O)CCCn2nc(C)c3c(C)n(-c4ccc(C)cc4)nc3c2=O)CC1	16%	-0.7%
24	COC(CN(C)C(=O)C1CCC(CNS(=O)(=O)c2ccc(C)cc2)CC1)OC (centres undefined)	-8%	1.6%
25	O=C(Nc1ccncc1)C1CC(=O)N(c2ccc(F)cc2)C1 (centres undefined)	5%	-0.3%
26	COc1cccc2cc(C(=O)NCc3ccc(C)cc3)c(=O)oc12	14%	-1.7%
27	COc1ccc(C(=O)Nc2ccc(Cl)cc2C(=O)N2CCOCC2)cc1	0%	-1.9%
28	Cc1cc(C)nc(NS(=O)(=O)c2ccc(NC(=O)c3cc4c(=O)n5cccc(C)c5nc4n3C)cc2)n1	44%	4.2%
29	COc1cc(/C=C2/C(=O)NN(c3ccccc3)C2=O)cc(Br)c1O	16%	34%
30	Cc1c(Cl)cccc1NC(=O)CSc1nnc(C)n1CC1CCCO1 (centres undefined)	37%	-0.7%

Reprinted from the part before: 2 compounds, followed by the next part.
nr	SMILES	AID2073	HIV peptide binding
29	COc1cc(/C=C2/C(=O)NN(c3ccccc3)C2=O)cc(Br)c1O	16%	34%
30	Cc1c(Cl)cccc1NC(=O)CSc1nnc(C)n1CC1CCCO1 (centres undefined)	37%	-0.7%
31	CCOC(=O)N1CCN(C(=O)c2c(Cl)cnn2C)CC1	6%	-0.2%
32	Cc1ccc(OCC(=O)OCC(=O)c2cccc([N+](=O)[O-])c2)cc1C	9%	-1.2%
33	CCCCn1c(-c2ccc(OC)cc2)nc2c(=O)n(C)c(=O)[nH]c21	7%	-1.1%
34	CCOc1ccc2[nH]c3c(NCCN(CC)CC)ncnc3c2c1	16%	0.2%
35	Cc1c(C)c2cc(Cl)c(OCC(=O)NC3CC(C)(C)NC(C)(C)C3)cc2oc1=O	1%	3.1%
36	O=C(O)c1ccccc1Oc1ccc(Oc2ccccc2)cc1	11%	2.2%
37	CCN(CC(=O)Nc1ccccc1C(F)(F)F)C(=O)c1cc(S(=O)(=O)N(C)C)ccc1N1CCCC1	2%	2.6%
38	O=C(CN1C(=O)NC2(CCCCC2)C1=O)NCCc1c[nH]c2ccccc12	4%	-0.3%
39	Cc1c(OCC(=O)N2CCC(C(N)=O)CC2)ccc2c3c(c(=O)oc12)CCC3	5%	-1.0%
40	COc1ccc(CNS(=O)(=O)c2ccc(Br)s2)cc1	11%	2.5%
41	COc1cc2nc(Nc3cccc(F)c3)nc(N)c2cc1OC	9%	1.5%
42	NC(=O)C[n+]1cccc(C(=O)Nc2ccccc2)c1	0%	-3.7%
43	Cc1cc(Cl)nc(NC(=O)Nc2cccc(Cl)c2)n1	4%	-0.4%
44	CSc1ccc(CN2CCC(N3CC(C)OC(C)C3)CC2)cc1 (centres undefined)	-3%	1.9%
45	O/N=C/c1ccc2cccc(OCc3ccccc3)c2n1	31%	-1.0%
46	COc1ccc(CC(=O)NNC(=O)c2ccccn2)cc1	6%	0.6%
47	O=C(O)C1CCC(CNS(=O)(=O)c2ccccc2)CC1 (centres undefined)	5%	0.8%
48	CC(C)(C)OC(=O)CNC(=O)c1nc[nH]c1C(=O)NCc1ccccc1	6%	1.4%
49	Cc1ccc(CN2CC(C(=O)NCCCSc3ccccc3)CC2=O)cc1 (centres undefined)	0%	0.4%
50	NC(=O)CC(NC(=O)c1cccc(Br)c1)c1ccc(N2CCC(N3CCCCC3)CC2)c([N+](=O)[O-])c1 (centres undefined)	-2%	0.2%
51	CCN(CC(=O)N1CCCC1)S(=O)(=O)c1ccc(Br)cc1	8%	0.2%
52	S=C(NCc1ccccc1)NC1CCSc2ccccc21 (centres undefined)	0%	0.7%
53	CCCOc1ccccc1C(=O)Nc1ccc(S(=O)(=O)N2CCN(C)CC2)cc1	0%	1.2%
54	COc1ccc(CNC(=O)CN(C)Cc2ccc(SC)cc2)cc1	1%	-0.1%
55	CCc1ccc(NC(=O)C2CCCN(S(=O)(=O)c3ccc4[nH]c(=O)ccc4c3)C2)cc1 (centres undefined)	24%	0.9%
56	O=C(CSc1nnc(-c2ccccc2Cl)o1)N1CCCC1	-2%	2.2%
57	C/C(CC(=O)Nc1ccc(N(C)C)cc1)=N\NC(=O)c1ccc([N+](=O)[O-])cc1	-8%	-1.0%
58	CCOC(=O)c1ccc(-n2c(CCC(=O)O)ccc2-c2ccccc2)cc1	23%	4.8%
59	O=C(Nc1ccnn1C1CCN(C(=O)c2cnsn2)CC1)c1cccc(F)c1	10%	-0.3%
60	CSc1ncc(Cl)c(C(=O)Nc2cc(C)ccc2C)n1	23%	-2.3%
61	Cc1nn(CC(=O)Nc2ccc3c(c2)OCO3)c(C)c1Cl	10%	-0.3%
62	Cc1cccc2[nH]c(CN(C)C(=O)C3CCC(=O)N(CCc4ccccc4)C3)nc12 (centres undefined)	5%	-1.4%
63	Cc1cccc(/C=N/NC(=O)c2cc(C3CC3)nc3ccccc23)n1	14%	-1.2%
64	CCc1ccc(CNC(=O)Cc2ccc(NC(=O)C3=C(C)OCCS3)cc2)cc1	25%	6.7%
65	Cc1ccc(NC(=O)Cn2c(=O)oc3ccccc32)cc1C	4%	1.1%
66	COc1ccc(C(CNC(=O)COc2ccc([N+](=O)[O-])cc2)N2CCCCC2)cc1 (centres undefined)	0%	-1.3%
67	COc1cc(C(=O)Nc2nnc(S(=O)(=O)N3CCCCCC3)s2)cc(OC)c1OC	29%	4.3%
68	COc1ccccc1C(=O)Nc1nnc(-c2ccccc2)s1	9%	-1.6%
69	Cc1cc(C(=O)NNC(=O)/C=C/c2ccc(F)cc2)c(C)o1	8%	0.5%
70	CC(C)Cn1nc(-c2ccccc2)c2ccccc2c1=O	-6%	0.7%
71	COn1c(-c2ccccc2)nc2ncccc21	8%	-0.8%
72	CCn1nnnc1SCC(=O)Nc1ccc(N(C)C)cc1	-15%	-2.5%
73	CC(=O)c1ccc(-n2cc(C#N)c(=O)[nH]c2=O)cc1	12%	-1.8%
74	COc1ccc(C(=O)NCC(=O)N/N=C/c2cccnc2)cc1	7%	0.0%
75	Cc1ccc(NC(=O)CCNS(=O)(=O)c2ccc3c(c2)CCC(=O)N3)cc1C	13%	2.3%
76	COc1ccc(NC(=O)CSc2nc3nc(C)cc(C)n3n2)cc1	6%	1.3%
77	Cc1ccc(/C=N/N(C)S(=O)(=O)c2ccc(C)cc2)cc1	9%	-1.9%
78	O=C(c1ccc(Cl)c(S(=O)(=O)N2CCCCCC2)c1)N1CCCCC1	12%	-1.9%
79	COc1ccc(OC)c(C(=O)NC(CC(N)=O)c2ccc(N3CCN(c4ccccc4)CC3)c([N+](=O)[O-])c2)c1 (centres undefined)	2%	-2.1%
80	Cc1cc(C)cc(-n2ncc3c2CCCC3NC(=O)CN2CCCC2=O)c1 (centres undefined)	5%	0.1%
81	Cc1cccc(N(Cc2ccccc2)C(=O)c2ccccc2S(C)(=O)=O)c1	-7%	-0.6%
82	CS(=O)(=O)Cc1ccc(C(=O)N(CCc2ccccc2)Cc2ccccc2)cc1	0%	-1.0%
83	COc1ccc(CNC(=O)[C@H](C)NC(=O)C2CCN(C(=O)[C@@H](N)Cc3ccccc3)CC2)cc1	6%	0.1%
84	CCOc1cc(C(=O)NCc2ccc3c(c2)OCO3)cc(OCC)c1OCC	0%	-1.5%
85	COc1cccc(CNC(=O)[C@H](CC(C)C)NC(=O)N2CCn3c2nc2ccccc23)c1	2%	2.5%
86	O=C(Nc1ccc(Cl)cc1)c1ccco1	8%	-0.2%
87	CC(Oc1ccccc1)C(=O)Nc1ccc(S(=O)(=O)N2CCCC2)cc1 (centres undefined)	8%	-1.3%
88	COc1ccc(C)cc1N(CC(=O)NC1CCCC1)C(=O)CCC(=O)Nc1nc(C)cs1	2%	0.4%
89	COc1ccc(OCCCN(C)Cc2ccccc2)cc1	-4%	-1.1%
90	Cc1cc2oc(=O)cc(CN3CCN(Cc4ccccc4)CC3)c2cc1O	7%	-1.7%

Brought forward from above: 6 entries, followed by the next part.
nr	SMILES	AID2073	HIV peptide binding
85	COc1cccc(CNC(=O)[C@H](CC(C)C)NC(=O)N2CCn3c2nc2ccccc23)c1	2%	2.5%
86	O=C(Nc1ccc(Cl)cc1)c1ccco1	8%	-0.2%
87	CC(Oc1ccccc1)C(=O)Nc1ccc(S(=O)(=O)N2CCCC2)cc1 (centres undefined)	8%	-1.3%
88	COc1ccc(C)cc1N(CC(=O)NC1CCCC1)C(=O)CCC(=O)Nc1nc(C)cs1	2%	0.4%
89	COc1ccc(OCCCN(C)Cc2ccccc2)cc1	-4%	-1.1%
90	Cc1cc2oc(=O)cc(CN3CCN(Cc4ccccc4)CC3)c2cc1O	7%	-1.7%
91	COCCN(C(=O)C1=COCCO1)c1c(N)n(Cc2ccccc2)c(=O)[nH]c1=O	?	0.6%
92	COc1ccccc1CNC(=O)c1ccccc1NC(=O)C1=C(C)OCCS1	6%	-1.5%
93	Cc1cccc(-c2nnc(SCC(=O)N3CCCC3)o2)c1	9%	-0.6%
94	Cc1cc(NS(=O)(=O)c2ccc(NC(=O)CCCOc3ccccc3C)cc2)nc(C)n1	10%	11%
95	Cc1ccc(/C=C/C(=O)Nc2ccc(S(=O)(=O)Nc3onc(C)c3C)cc2)cc1	-5%	20%
96	O=C(N/N=C/c1cccc(OC(=O)c2cccc(Br)c2)c1)c1cccnc1	9%	1.4%

Ordered by SMILES length (ascending): part of the list above.
nr	SMILES	AID2073	HIV peptide binding
93	Cc1cccc(-c2nnc(SCC(=O)N3CCCC3)o2)c1	9%	-0.6%
90	Cc1cc2oc(=O)cc(CN3CCN(Cc4ccccc4)CC3)c2cc1O	7%	-1.7%
92	COc1ccccc1CNC(=O)c1ccccc1NC(=O)C1=C(C)OCCS1	6%	-1.5%
96	O=C(N/N=C/c1cccc(OC(=O)c2cccc(Br)c2)c1)c1cccnc1	9%	1.4%
94	Cc1cc(NS(=O)(=O)c2ccc(NC(=O)CCCOc3ccccc3C)cc2)nc(C)n1	10%	11%

Filtered by structure, the compounds so far with a cyano group (2)
nr	SMILES	AID2073	HIV peptide binding
17	Cc1cc(C)c(C#N)c(N2CCN(c3ccccc3F)CC2)n1	16%	-0.4%
73	CC(=O)c1ccc(-n2cc(C#N)c(=O)[nH]c2=O)cc1	12%	-1.8%

Screens from PubChem.
